MITF TRPM1 HTS – increases MITF-driven TRPM1 promoter luciferase signal | SK-MEL-5 TRPM1-promoter luciferase, 24 h; % of positive control, neutral wells = 0 | activation, % at 12.5 µM | actives 0.75% (n = 300,000);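 active = mean activation of at least 80% with every replicate also reaching 80%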;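 note: 0% = neutral control wells and 100% = parthenolide positive control wells; values of inactives mirror those of a sister screen read the other way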
HTR5A ag ctr – counter-screen for OPRM1-OPRD1 agonists: human HTR5A agonism. P47898. HTR5A agonist assay, luminescence, cell-based. activation, % at 9.3 µM. actives 0.61% (n = 340,000). AID 504692; in the data active = activation mostly above about 9.5%, no sharp cut-off; inactive = mostly below about 7.6%;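 note: 0% = cells with vehicle only and 100% = reference agonist; strong numbers were not always called active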
Target sequence (P47898 whole entry, looked up): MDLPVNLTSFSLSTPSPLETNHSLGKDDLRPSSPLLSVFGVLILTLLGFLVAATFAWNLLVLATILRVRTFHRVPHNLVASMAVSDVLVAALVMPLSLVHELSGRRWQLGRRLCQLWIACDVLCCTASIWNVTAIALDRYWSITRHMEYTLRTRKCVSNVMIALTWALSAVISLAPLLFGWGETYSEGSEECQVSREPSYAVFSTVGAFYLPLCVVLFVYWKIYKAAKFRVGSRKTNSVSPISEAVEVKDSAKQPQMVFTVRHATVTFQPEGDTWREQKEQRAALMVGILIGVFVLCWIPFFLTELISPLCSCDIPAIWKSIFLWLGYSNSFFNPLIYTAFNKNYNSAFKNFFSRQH
dFosB activator – enhances mouse delta FosB homodimer DNA binding; P13346; purified delta FosB, TAMRA-CDK5 oligo fluorescence polarization; percent of positive-control signal above neutral wells; activation, % at 25 µM; actives 0.99% (n = 340,000);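 active = mean activation above about 17%, with every replicate also reaching it, limit read from the data, passing the limit was not always enough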;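 note: fluorescence polarization rise as delta FosB binds a TAMRA Cdk5 AP-1 oligo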
Target sequence (P13346 whole entry, looked up): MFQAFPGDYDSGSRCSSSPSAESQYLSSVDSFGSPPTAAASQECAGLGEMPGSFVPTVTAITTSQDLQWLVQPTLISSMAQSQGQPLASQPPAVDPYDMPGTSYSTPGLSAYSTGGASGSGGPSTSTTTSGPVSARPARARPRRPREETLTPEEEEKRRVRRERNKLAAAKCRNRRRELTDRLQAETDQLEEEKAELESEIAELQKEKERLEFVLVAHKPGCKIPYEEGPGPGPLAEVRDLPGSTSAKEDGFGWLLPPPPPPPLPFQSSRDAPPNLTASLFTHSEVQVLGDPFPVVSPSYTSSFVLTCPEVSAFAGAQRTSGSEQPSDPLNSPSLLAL
V-ATPase pHluor – regulators of yeast V-ATPase proton transport; S. cerevisiae, pHLuorin cytosolic pH fluorescence; AID 504577; actives 0.37% (n = 350,000); response, % at 10 µM; in the data active = response mostly above about 7.3%, no sharp cut-off; inactive = mostly below about 5.4%; note: actives read high; inactives centre near 0; some compounds called inactive have numbers as strong as hits; reference of the scale not given here
CDK5 p35 inh – CDK5/p35 (human) kinase inhibition. Q00535+Q15078. inhibition, % at 10 µM. AID 488839. Recombinant CDK5/p35, ADP-Glo luminescence, 60 min. actives 0.01% (n = 330,000);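 active = highest replicate inhibition of at least 50% and at least 75% of replicates reaching 50%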;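 note: plate controls were DMSO neutral control for no effect and GW8510 at 10 µM for full effect; many of its hits are not listed in these tables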
SR-BI HDL uptake – blocks mouse SR-BI lipid uptake from DiI-HDL. actives 0.96% (n = 320,000). ldlA[mSR-BI] CHO cells, DiI-HDL uptake fluorescence, 3 h. AID 488896. inhibition, % at 12.5 µM;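 active = mean replicate inhibition of at least 70% and a set share of replicates each scoring 70 or more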;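 note: 0% = median of neutral control wells and 100% = median of positive control wells; values of inactives mirror those of a sister screen read the other way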
Wnt bcat act – Wnt/beta-catenin pathway activation. activation, % at 9.35 µM. Wnt/beta-catenin reporter cell assay, activator, plate reader. actives 1.2% (n = 300,000); in the data active = activation above about 30%, passing the limit was not always enough;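 note: 0% = neutral control wells and 100% = positive control wells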
NSD2 HMT inh – blocks human histone methyltransferase NSD2; O96028; NSD2 peptide methylation, AlphaScreen, 120 min; inhibition, % at 12.5 µM; actives 0.54% (n = 310,000); AID 743445; in the data active = inhibition above about 50%
HTR5A inv ag – HTR5A inverse agonism, opioid heterodimer counter-screen | HTR5A cell line, luminescence | inhibition, % at 9.3 µM | actives 0.083% (n = 340,000); in the data active = inhibition mostly above about 23%, no sharp cut-off; inactive = mostly below about 18%;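 note: 0% = cells with DMSO and 100% = no-cell wells with DMSO; some compounds called inactive have numbers as strong as hits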
PvdQ inh – blocks Pseudomonas aeruginosa PvdQ acylase activity. actives 0.063% (n = 340,000). inhibition, % at 10 µM. purified PvdQ acylase, fluorescence plate reader; in the data active = inhibition above about 30%, passing the limit was not always enough;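 note: 0% = vehicle neutral wells and 100% = reference inhibitor wells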
* hit, by the source's call; . = not tested or not shown.

| SMILES | MITF TRPM1 HTS | HTR5A ag ctr | dFosB activator | V-ATPase pHluor | CDK5 p35 inh | SR-BI HDL uptake | Wnt bcat act | NSD2 HMT inh | HTR5A inv ag | PvdQ inh |
| --- | --- | --- | --- | --- | --- | --- | --- | --- | --- | --- |
| Cc1nc(SCC(=O)NC(C)(C)C)c2c(-c3cccs3)csc2n1 | -6.2 | 3.0 | -9.0 | 7.5 | 0.5 | 30.3 | -12.6 | -1.2 | -7.7 | 11.7 |
| CC[n+]1c(C)n(C)c2cc(S(=O)(=O)N(C)C)ccc21 | -0.4 | 2.2 | -3.3 | -1.9 | 0.0 | -10.6 | -0.7 | -3.6 | -5.9 | 4.4 |
| CNC(=S)N/N=C/c1c2ccccc2c(Cl)c2ccccc12 | 0.6 | -1.5 | 2.8 | 1.5 | 1.5 | 26.4 | 5.6 | -0.9 | 4.5 | -15.0 |
| O=C(O)COc1ccccc1/C=N/NC(=O)CSc1nc2ccccc2c(=O)n1-c1ccccc1 | 3.1 | 3.8 | -8.0 | -5.6 | -0.4 | . | 0.3 | 1.4 | -14.9 | 10.9 |
| COc1cc(/C=C2\COC/C(=C\c3ccc(O)c(OC)c3)C2=O)ccc1O | . | -7.1 | -10.7 | -2.5 | 1.2 | 14.3 | -3.9 | 13.6 | 16.1 | 17.8 |
| CCOC(=O)c1c[nH]c2nc(C)ccc2c1=O | 0.7 | 3.4 | -13.0 | 5.9 | 0.6 | -26.9 | -1.3 | -1.0 | 1.3 | -10.3 |
| COc1ccc(NC(=O)CN(C)S(=O)(=O)c2ccc3c(c2)c(=O)n(C)c(=O)n3C)cc1 | -2.2 | -2.1 | -5.5 | 6.0 | -0.4 | -6.1 | 0.6 | 1.9 | 17.6 | 7.0 |
| CCOC(=O)CSc1nn(-c2ccccc2)c(=S)s1 | -6.2 | -2.1 | 1.2 | -0.4 | -1.1 | -6.7 | -0.8 | -0.6 | 12.5 | 9.6 |
| O=C(NCC(c1ccco1)N1CCN(c2ccccc2)CC1)C(=O)NC1CCCC1 (centres undefined) | -0.4 | -2.7 | 2.9 | 6.3 | 1.0 | -11.3 | -4.0 | -1.5 | -11.8 | 1.5 |
| Cn1c(SCc2cccnc2)nc2c(c1=O)SCC2 | -9.9 | -0.4 | -1.1 | -1.8 | 0.3 | 5.5 | -1.4 | -1.2 | -27.9 | -0.5 |
| O=C(CSc1ccccc1)N1CCN(S(=O)(=O)c2ccccc2)CC1 | 7.8 | 2.6 | -8.8 | -0.5 | -1.4 | -2.8 | 1.5 | 5.1 | 4.7 | -7.4 |
| CC(=O)Oc1ccc(OC(C)=O)c(SCCCCCN2CCOCC2)c1 | -11.8 | 2.2 | -0.9 | 6.2 | -1.5 | -18.1 | 14.2 | 8.4 | -9.5 | 6.0 |

Next structures
| SMILES | MITF TRPM1 HTS | HTR5A ag ctr | dFosB activator | V-ATPase pHluor | CDK5 p35 inh | SR-BI HDL uptake | Wnt bcat act | NSD2 HMT inh | HTR5A inv ag | PvdQ inh |
| --- | --- | --- | --- | --- | --- | --- | --- | --- | --- | --- |
| N#CCCn1cc(C(=O)Nc2ccccc2Br)c(-c2cc3ccccc3o2)n1 | 1.3 | 0.0 | 15.9 | 2.5 | -0.8 | 43.0 | -6.1 | 0.0 | -0.1 | -10.7 |
| CCCCOc1cccc(C2(C(=O)O)CCCC2)c1 | 4.3 | 4.8 | -5.9 | 1.0 | -1.2 | -8.3 | -0.5 | -1.4 | 0.0 | 10.6 |
| COc1ccc(S(=O)(=O)Cc2ccc(C(=O)NCC(OC)OC)o2)cc1 | . | 1.3 | -1.7 | -1.0 | 2.3 | -25.8 | 3.9 | 12.3 | -4.9 | -16.0 |
| CC(=O)Nc1cccc(C(=O)OC(C(=O)c2ccc(C)c(C)c2)c2ccccc2)c1 (centres undefined) | 2.3 | -1.4 | -2.0 | 1.4 | -0.7 | 56.4 | . | 0.1 | 10.0 | -7.5 |
| CC1=C(C(=O)OCC2CCCO2)C(c2ccc(Cl)cc2)NC(=O)N1 (centres undefined) | -10.8 | 5.4 | -7.3 | 3.6 | -0.9 | -2.1 | -0.9 | -0.8 | -15.2 | 4.7 |
| Cc1cccc(OCc2nnc(SCCC(=O)O)n2-c2ccccc2)c1 | -4.8 | 3.4 | 1.8 | -2.0 | 2.6 | -29.8 | 0.4 | 7.1 | -6.0 | 7.7 |
| Cn1c(=O)c2[nH]c(SCCN3CCCCC3)nc2n(C)c1=S | 4.3 | 0.1 | 6.0 | 0.0 | -0.8 | 16.7 | -1.6 | 2.2 | -0.2 | 4.2 |
| Cc1cccc(N2C(=O)C3CC3C2=O)c1 (centres undefined) | 19.9 | 4.0 | -4.1 | -0.9 | -1.2 | -18.0 | -1.4 | -0.6 | 3.3 | -8.7 |
| CCCC1(c2ccccc2)NC(=O)N(CC(=O)N2CC(=O)Nc3ccccc32)C1=O (centres undefined) | -1.9 | 2.4 | -5.8 | 1.7 | 0.0 | 1.3 | -0.3 | -0.5 | 9.1 | 4.3 |
| Cc1ccc(C)c(NC(=O)C(C)N2C(=O)c3ccccc3C2=O)c1 (centres undefined) | . | 9.0 | 7.9 | 0.4 | 0.6 | -8.2 | -0.4 | -2.4 | -8.9 | -7.0 |
| COc1ccc(NS(=O)(=O)c2ccc(N3CCCCC3)c(NC(=O)C(C)NC(N)=O)c2)cc1 (centres undefined) | -6.2 | -0.1 | -15.0 | -0.1 | -2.5 | -10.9 | -2.7 | 0.6 | 0.3 | -19.6 |
| N#CCC(=O)Nc1ccc(C(=O)OCC(=O)N(Cc2ccccc2)C2CCS(=O)(=O)C2)cc1 (centres undefined) | -4.7 | -5.0 | -10.2 | -1.6 | -0.5 | 15.9 | 1.5 | 0.5 | 13.6 | -6.3 |
| CC(Oc1cc2oc(=O)c3c(c2cc1Cl)CCC3)C(=O)NCCN1CCOCC1 (centres undefined) | 8.8 | 2.5 | -5.3 | -3.2 | -2.4 | 12.2 | -3.0 | 14.0 | -9.5 | -8.0 |

Structural class, those above containing four or more nitrogen atoms (7)
| SMILES | MITF TRPM1 HTS | HTR5A ag ctr | dFosB activator | V-ATPase pHluor | CDK5 p35 inh | SR-BI HDL uptake | Wnt bcat act | NSD2 HMT inh | HTR5A inv ag | PvdQ inh |
| --- | --- | --- | --- | --- | --- | --- | --- | --- | --- | --- |
| O=C(O)COc1ccccc1/C=N/NC(=O)CSc1nc2ccccc2c(=O)n1-c1ccccc1 | 3.1 | 3.8 | -8.0 | -5.6 | -0.4 | . | 0.3 | 1.4 | -14.9 | 10.9 |
| COc1ccc(NC(=O)CN(C)S(=O)(=O)c2ccc3c(c2)c(=O)n(C)c(=O)n3C)cc1 | -2.2 | -2.1 | -5.5 | 6.0 | -0.4 | -6.1 | 0.6 | 1.9 | 17.6 | 7.0 |
| O=C(NCC(c1ccco1)N1CCN(c2ccccc2)CC1)C(=O)NC1CCCC1 (centres undefined) | -0.4 | -2.7 | 2.9 | 6.3 | 1.0 | -11.3 | -4.0 | -1.5 | -11.8 | 1.5 |
| N#CCCn1cc(C(=O)Nc2ccccc2Br)c(-c2cc3ccccc3o2)n1 | 1.3 | 0.0 | 15.9 | 2.5 | -0.8 | 43.0 | -6.1 | 0.0 | -0.1 | -10.7 |
| Cn1c(=O)c2[nH]c(SCCN3CCCCC3)nc2n(C)c1=S | 4.3 | 0.1 | 6.0 | 0.0 | -0.8 | 16.7 | -1.6 | 2.2 | -0.2 | 4.2 |
| CCCC1(c2ccccc2)NC(=O)N(CC(=O)N2CC(=O)Nc3ccccc32)C1=O (centres undefined) | -1.9 | 2.4 | -5.8 | 1.7 | 0.0 | 1.3 | -0.3 | -0.5 | 9.1 | 4.3 |
| COc1ccc(NS(=O)(=O)c2ccc(N3CCCCC3)c(NC(=O)C(C)NC(N)=O)c2)cc1 (centres undefined) | -6.2 | -0.1 | -15.0 | -0.1 | -2.5 | -10.9 | -2.7 | 0.6 | 0.3 | -19.6 |

High-throughput results as filed in PubChem.
